HEK293 NFkB inh: inhibitors of the PMA/ionomycin-induced NF-kB reporter in HEK293 cells; inhibition, % at 3 µM; hit rate 0.21% among 62,000; HEK-293 NF-kB luciferase reporter, luminescence;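 active means inhibition above the mean of all tested compounds plus 3 SD, cut at about 40% in these data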;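 further: 0% = stimulated DMSO wells and 100% = 10 µM reference inhibitor 5653914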
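Reagent: PMA plus ionomycin mix as NF-kB-activating stimulus. Assay system: NF-kB luciferase reporter HEK-293 cells. Technique: luminescence from luciferase substrate reagent. Incubation: 1 h compound pre-incubation, 16 h PMA/ionomycin at 37 °C. Benchmarks: DMSO only as uninhibited control, 10 µM reference inhibitor as full inhibition. Repeats: tested once.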
PKA inh: PKA (human) kinase inhibition; P17612; PKA Kemptide phosphorylation, Kinase-Glo ATP luminescence; inhibition, % at 6 µM; hit rate 0.1% among 65,000; AID 524;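 active means inhibition above the screen-wide mean inhibition plus 3 SD, cut at about 21% in these data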; further: many of its hits are not listed in these tables
Cdc25B inh: human M-phase inducer phosphatase 2 inhibition; P30305; recombinant Cdc25B, OMFP fluorescence Ex485/Em525; inhibition, %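 (compounds tested at 10 µM final in the well)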; hit rate 0.1% among 65,000; in the data active means inhibition above about 50%
MKP-1 inh: inhibitors of human MKP-1 phosphatase; P28562; AID 374; inhibition, %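 (compounds tested at a single concentration somewhere between 10 and 100 µM)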; hit rate 0.15% among 65,000; recombinant MKP-1, OMFP hydrolysis fluorescence;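 active means inhibition above about 50%, limit read from the data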;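 further: 0% = DMSO max control wells and 100% = wells with enzyme stopped by NaOH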
Target sequence (P28562 whole entry, looked up): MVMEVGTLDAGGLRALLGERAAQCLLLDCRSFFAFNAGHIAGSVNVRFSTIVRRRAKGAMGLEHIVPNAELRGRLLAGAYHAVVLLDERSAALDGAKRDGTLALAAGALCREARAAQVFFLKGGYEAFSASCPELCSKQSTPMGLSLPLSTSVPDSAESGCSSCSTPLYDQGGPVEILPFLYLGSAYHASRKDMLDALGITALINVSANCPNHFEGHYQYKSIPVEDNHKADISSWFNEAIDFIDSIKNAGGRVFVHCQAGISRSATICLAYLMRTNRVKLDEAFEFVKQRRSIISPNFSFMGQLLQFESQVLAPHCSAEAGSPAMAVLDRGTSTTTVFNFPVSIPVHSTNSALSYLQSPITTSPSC
MMP13 inh: inhibitors of human MMP13; AID 570; P45452; MMP-13 fTHP FRET cleavage, Mca fluorescence; hit rate 0.07% among 65,000; inhibition, % at 4 µM;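 active means inhibition above the mean of compound-free control plate wells plus 3 SD, cut at about 14% in these data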;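 further: 0% = DMSO wells and 100% = wells with reference MMP-13 inhibitor after basal subtraction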
JNK3 blocker: JNK3 (human) kinase inhibition | purified JNK3 kinase activity, HTS | inhibition, % at 8 µM | hit rate 0.61% among 60,000 | AID 746; in the data active means inhibition above about 17%;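 further: 0% = DMSO and 100% = reference inhibitor; many of its hits are not listed in these tables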
Target sequence (P53779 whole entry, looked up): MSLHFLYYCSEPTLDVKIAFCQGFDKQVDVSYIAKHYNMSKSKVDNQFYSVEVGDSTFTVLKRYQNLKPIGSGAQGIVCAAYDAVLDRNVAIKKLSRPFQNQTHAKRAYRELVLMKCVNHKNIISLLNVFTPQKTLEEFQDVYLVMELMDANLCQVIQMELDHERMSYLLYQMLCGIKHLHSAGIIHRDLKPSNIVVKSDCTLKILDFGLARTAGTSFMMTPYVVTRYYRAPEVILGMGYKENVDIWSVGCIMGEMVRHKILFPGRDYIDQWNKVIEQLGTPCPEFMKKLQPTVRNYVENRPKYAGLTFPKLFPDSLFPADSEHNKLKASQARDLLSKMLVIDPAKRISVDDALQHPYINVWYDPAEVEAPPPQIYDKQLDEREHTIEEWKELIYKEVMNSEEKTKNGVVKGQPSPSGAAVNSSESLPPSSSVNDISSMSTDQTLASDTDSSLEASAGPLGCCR
Jurkat viability: cytotoxicity toward Jurkat cells | inhibition, % at 4 µM | Jurkat E6.1 viability, ATP luminescence, 48 h | hit rate 1.2% among 56,000 | AID 463;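 active means inhibition above the mean inhibition of all tested compounds plus 3 SD, cut at about 28% in these data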
TNAP act DEA: human TNAP activation, intermediate phosphate acceptor; purified TNAP, CDP-star luminescence, 100 mM DEA, 30 min; hits give high values; scale: 0 levamisole-inhibited, 1 vehicle-only enzyme; activation factor at 20 µM; 64,000 tested, under 10 active; AID 813;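 active means activation factor of at least 2 at 20 µM, relative to controls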
ROCK2 inh: inhibitors of human Rho kinase 2; O75116; purified ROCK2, Kinase-Glo ATP depletion luminescence; inhibition, % at 6 µM; hit rate 0.35% among 60,000;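 active means inhibition above the screen-wide mean inhibition plus 3 SD, cut at about 18% in these data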;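 further: plate controls were DMSO wells for no effect and Y-27632 control wells after no-enzyme background subtraction for full effect; many of its hits are not listed in these tables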
The depositor's hits bear a star; . = not tested or not shown; & = joins results of further samples.

SMILES	HEK293 NFkB inh	PKA inh	Cdc25B inh	MKP-1 inh	MMP13 inh	JNK3 blocker	Jurkat viability	TNAP act DEA	ROCK2 inh
CC1CCCN(S(=O)(=O)c2cc(Cl)ccc2Cl)C1 (configuration not stated)	6	-8	0	5	0	-5	0	0.9	-5
CC1=C(C#N)C(c2ccoc2)C(C(=O)OCc2ccccc2)=C(N)S1 (configuration not stated)	12	1	-7	8	-1	2	3	0.9	1
O=C(Cn1cc2c(n1)CCCCC2)NCc1cccs1	4	-7	-2	8	8	-5	6	0.9	0
CCCCOC(=O)c1ccc(NC(=O)CSc2nncn2C)cc1	.	5	27	-29	3	-4	.	0.9	16
COc1ccc(C2CC3CC(c4ccccc4)N2O3)cc1 (configuration not stated)	24	-7	-2	8	-2	2	9	0.9	-3
CSc1nnc2c3cc(F)ccc3n(Cc3ccccc3)c2n1	15	-3	-1	-7	-2	2	3	1	-1
COc1ccccc1NC(=O)N1CCN(c2ccccn2)CC1	0	4	-17	8	-2	-10	2	0.9	2
CCOC(=O)c1c(NC(=O)CNCCO)sc(C)c1C	17	-4	1	19	-2	3	-8	1.1	-2
O=c1c2ccccc2nc(SCc2cc(F)cc3c2OCOC3)n1Cc1ccco1	8	-3	6	19	-1	-1	3	1	-2
COC(=O)CCn1nnc(-c2ccc(C(C)C)cc2)n1	22	7	-5	3	4	3	0	0.9	1
CCOC(=O)c1sc(C)c(C(=O)NCCCN2CCOCC2)c1N	15	-2	-16	17	-12	-6	5	1.1	5
CCOC(=O)CNC(=O)Cn1cnc2c(nnn2-c2ccc(F)cc2)c1=O	4	14	-3	18	0	-1	-4	0.9	7
CCCCOc1cc(C(=O)NCCN(CC)CC)c2ccccc2n1	.	-4&8	-16&-30	-26&-36	-38&-27	4&-3	.	0.9&0.9	-2&4
Clc1ccc(SCCn2cncn2)cc1	5	10	-14	-3	7	2	-1	1	7
O=C1CN(C(=O)c2ccccn2)c2ccccc2N1	1	2	-9	8	4	.	.	1	.
COCC(C)n1c(C)cc(C(=O)CN2C(=O)NC3(CCCCC3C)C2=O)c1C (configuration not stated)	3	2	6	12	-3	-1	-3	1	-1
Cn1cccc1Cc1nnc(SCC(=O)Nc2ccc(F)cc2)n1CCc1ccccc1	7	5	-12	14	0	0	-6	1	2
CCOC(=O)CSc1nc(-c2ccncc2)ccc1C#N	.	4	-18	-21	-14	3	.	0.8	15
CCOC(=O)c1sc(NCc2ccco2)c(-c2nc3ccccc3s2)c1N	12	7	-6	2	0	5	2	1	0
COC(=O)c1ccccc1NC(=O)Nc1ccc(C(=O)N2CCCC2)cc1	8	6	-17	-1	-4	1	-7	0.9	6
COc1ccc(CCNC(=O)CN(c2ccc(OC)c(OC)c2)S(C)(=O)=O)cc1OC	17	-2	1	17	-1	.	.	1	.
Cc1ccc(Cc2c(C)nc3c(C(=O)O)cnn3c2C)cc1	16	0	-4	10	-3	.	.	0.9	.
CC(C)Cn1c(CN2CCCCC2C)nc2c1c(=O)n(C)c(=O)n2C (configuration not stated)	6	-2	0	0	-8	0	-7	0.9	2
CCOCc1nnc(NC(=O)CSCc2ccccc2)s1	4	10	2	-18	0	-16	-4	0.9	3

Single records, as listed above. Order of values: HEK293 NFkB inh	PKA inh	Cdc25B inh	MKP-1 inh	MMP13 inh	JNK3 blocker	Jurkat viability	TNAP act DEA	ROCK2 inh
`CCOCc1nnc(NC(=O)CSCc2ccccc2)s1` as listed: 4	10	2	-18	0	-16	-4	0.9	3
`COC(=O)c1ccccc1NC(=O)Nc1ccc(C(=O)N2CCCC2)cc1` as listed: 8	6	-17	-1	-4	1	-7	0.9	6
`Cc1ccc(Cc2c(C)nc3c(C(=O)O)cnn3c2C)cc1` as listed: 16	0	-4	10	-3	.	.	0.9	.
`Cn1cccc1Cc1nnc(SCC(=O)Nc2ccc(F)cc2)n1CCc1ccccc1` as listed: 7	5	-12	14	0	0	-6	1	2
`CC(C)Cn1c(CN2CCCCC2C)nc2c1c(=O)n(C)c(=O)n2C` (configuration not stated) as listed: 6	-2	0	0	-8	0	-7	0.9	2

(further entries)
SMILES	HEK293 NFkB inh	PKA inh	Cdc25B inh	MKP-1 inh	MMP13 inh	JNK3 blocker	Jurkat viability	TNAP act DEA	ROCK2 inh
COc1cc(C(=O)Nc2cccc(-c3nc4cc(C)cc(C)c4o3)c2)cc(OC)c1OC	2	2	1	18	1	-3	-2	1	4
COCCNC(=O)CN1C(=O)CSc2cc(S(=O)(=O)N3CCCCCC3)ccc21	5	10	-12	-2	-7	-1	1	1	5
CC(C)(C)C(=O)NC1CCN(S(=O)(=O)c2cccc(C(F)(F)F)c2)CC1	13	1	13	10	-5	0	8	1	3
COC(=O)c1c(NC(=O)CSc2nnnn2C)sc(C)c1C	15	0	-7	2	4	13	-7	0.9	6
CSc1nnc(NC(=O)c2cc3ccccc3oc2=O)s1	1	1	1	13	3	1	-4	1	-2
O=C(O)CCCNS(=O)(=O)c1ccc(Br)s1	0	8	-1	4	-1	3	-7	1	7
COc1ccc(C)cc1S(=O)(=O)NC1CCCC1	3	7	-15	5	0	2	-4	0.9	4
COc1ccccc1-c1nc(-c2ccncc2)no1	-28	3	5	19	-2	-4	6	0.9	5
O=C(NCc1ccccc1)NS(=O)(=O)c1ccccc1Cl	10	9	-8	9	-3	4	-2	1	5
CCCCOC(=O)CSC1=C(C#N)C(c2ccccc2OCC)C(C#N)C(=O)N1 (configuration not stated)	3	5	-9	24	2	5	-7	0.9	4
CCOc1ccc(NC(=O)Nc2cc(C)on2)cc1	-3	5	-1	-4	5	-8	6	1	-4
CCc1cc(C(=O)Cc2nc3ccccc3[nH]2)c(O)cc1O	3	2	3	-16	-21	0	8	1	3
Nc1nc(Nc2ccccc2Br)nc(C(F)(F)F)n1	-4	-9	-1	-5	2	0	0	0.9	4
COc1ccc(CNS(=O)(=O)c2ccc3oc(C(=O)O)c(C)c3c2)cc1	10	12	-9	12	2	5	2	1	3
Cn1c(=O)c2c(nc(N3CCC(C(N)=O)CC3)n2CCSc2nc3ccccc3s2)n(C)c1=O	.	5	6	-17	-11	-1	.	0.9	4
COC(=O)c1ccccc1COn1c(=O)c[n+]([O-])c2ccccc21	6	0	-11	2	-10	3	0	0.8	-1
COc1ccc2c(c1)Cc1sc(NC(=O)c3cccs3)nc1-2	-7	1	-1	19	-2	.	.	0.9	.
O=C(c1cccc(Cl)c1)N1CCN(Cc2ccncc2)CC1	22	2	-1	9	-2	.	.	1	.
COc1ccc(NS(=O)(=O)c2ccc(SC)cc2)cc1	13	8	1	-14	2	-1	1	0.9	6
COC(=O)c1ccc2c(c1)SC1=C(CCCC1=O)N2	12	0	1	6	-15	-25	0	0.9	1
O=C(NCC(=O)N(c1ccccc1)C(C(=O)NC1CCCCC1)c1ccncc1)c1ccco1 (configuration not stated)	25	7	-8	9	4	-5	0	0.8	-2
O=C(NCCN1CCN(c2ccccc2)CC1)c1cccc(Br)c1	-10	3	5	-23	0	-5	-3	0.9	4
O=C(NCCN1CCCC1)c1ccc(Cn2c(=S)[nH]c3cc4c(cc3c2=O)OCO4)cc1	0	2	-1	0	5	.	.	1	.
CCOCC(=O)Nc1nc2ccc(OC)cc2s1	0	-1	4	-4	-5	4	3	1	-1
CCN(CCCNC(=O)CCn1c(=O)[nH]c2ccccc2c1=O)c1cccc(C)c1	15	9	-23	18	0	-4	-1	0.8	3

An excerpt of the results above, for reference:
SMILES	HEK293 NFkB inh	PKA inh	Cdc25B inh	MKP-1 inh	MMP13 inh	JNK3 blocker	Jurkat viability	TNAP act DEA	ROCK2 inh
O=C(NCC(=O)N(c1ccccc1)C(C(=O)NC1CCCCC1)c1ccncc1)c1ccco1 (configuration not stated)	25	7	-8	9	4	-5	0	0.8	-2
O=C(NCCN1CCN(c2ccccc2)CC1)c1cccc(Br)c1	-10	3	5	-23	0	-5	-3	0.9	4
O=C(NCCN1CCCC1)c1ccc(Cn2c(=S)[nH]c3cc4c(cc3c2=O)OCO4)cc1	0	2	-1	0	5	.	.	1	.
CCOCC(=O)Nc1nc2ccc(OC)cc2s1	0	-1	4	-4	-5	4	3	1	-1
CCN(CCCNC(=O)CCn1c(=O)[nH]c2ccccc2c1=O)c1cccc(C)c1	15	9	-23	18	0	-4	-1	0.8	3

Not a hit list; overall some 1.9% were active at least once.
